Bioassay records (PubChem)
Bcl-W Bim block: inhibitors of Bim-Bcl-W interaction, human; Q92843; bead-based flow cytometry, Bim peptide-Bcl-W binding; inhibition, % at 10 µM; 190,000 compounds, 0.02% hits;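 note: 0% = bound tracer without compound and 100% = peptide blocker; higher means less fluorescent Bim peptide bound to Bcl-W beads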
Target sequence (Q92843 whole entry, looked up): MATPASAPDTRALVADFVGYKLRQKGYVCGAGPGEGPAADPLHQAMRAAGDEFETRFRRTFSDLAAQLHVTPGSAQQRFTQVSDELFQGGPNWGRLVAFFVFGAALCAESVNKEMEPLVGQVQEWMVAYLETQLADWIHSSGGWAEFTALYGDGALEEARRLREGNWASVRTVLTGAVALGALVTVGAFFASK
Bim-Bcl-2: disrupts Bim peptide binding to human Bcl-2 | P10415 | AID 950 | 190,000 compounds, 0.06% hits | Bead-based flow cytometry, Bim peptide-Bcl-2 binding | inhibition, % at 10 µM; in the data active = inhibition above about 40%; inconclusive = no clear call, values can overlap the other calls;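 note: 0% = no compound wells with probe peptide and 100% = reference peptide inhibitor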
RGS4-Gao reg: human RGS4-Galphao interaction regulation. AID 1415. P09471. 220,000 compounds, 0.33% hits. binding response (% of control), % at 10 µM. Multiplexed bead flow cytometry, RGS4-Galphao binding; actives lie on both sides; in the data active = binding response below about 49% or above about 150%; inactive = in between;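 note: fluorescent Galphao activated with aluminum fluoride binding bead-coupled RGS4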
Target sequence (P09471 whole entry, looked up): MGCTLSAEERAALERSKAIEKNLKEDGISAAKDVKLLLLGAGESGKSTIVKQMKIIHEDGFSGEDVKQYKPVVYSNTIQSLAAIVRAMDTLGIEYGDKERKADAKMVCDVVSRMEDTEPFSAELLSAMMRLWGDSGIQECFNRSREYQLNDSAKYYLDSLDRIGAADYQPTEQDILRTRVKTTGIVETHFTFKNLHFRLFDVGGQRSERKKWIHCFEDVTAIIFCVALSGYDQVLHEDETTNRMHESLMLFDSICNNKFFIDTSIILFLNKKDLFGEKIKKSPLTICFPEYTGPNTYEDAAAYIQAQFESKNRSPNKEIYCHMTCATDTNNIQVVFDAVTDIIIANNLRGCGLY
Bcl-B Bim block: inhibitors of Bim-Bcl-B interaction, human; Q9HD36; bead-based flow cytometry, Bim peptide-Bcl-B binding; inhibition, % at 10 µM; 190,000 compounds, 0.073% hits; AID 951;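 note: 0% = tracer peptide without compound and 100% = reference inhibitor peptide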
Target sequence (Q9HD36 whole entry, looked up): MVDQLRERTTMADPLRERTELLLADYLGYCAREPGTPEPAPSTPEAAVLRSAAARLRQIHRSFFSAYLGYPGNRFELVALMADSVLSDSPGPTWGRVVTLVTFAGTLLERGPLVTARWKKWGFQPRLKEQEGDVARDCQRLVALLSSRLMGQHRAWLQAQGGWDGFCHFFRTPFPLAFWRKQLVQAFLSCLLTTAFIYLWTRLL
Bim-Bcl-XL: disrupts Bim peptide binding to human Bcl-XL. Q07817. bead flow cytometry, fluorescence. inhibition, % at 10 µM. 190,000 compounds, 0.04% hits
Target sequence (Q07817 whole entry, looked up): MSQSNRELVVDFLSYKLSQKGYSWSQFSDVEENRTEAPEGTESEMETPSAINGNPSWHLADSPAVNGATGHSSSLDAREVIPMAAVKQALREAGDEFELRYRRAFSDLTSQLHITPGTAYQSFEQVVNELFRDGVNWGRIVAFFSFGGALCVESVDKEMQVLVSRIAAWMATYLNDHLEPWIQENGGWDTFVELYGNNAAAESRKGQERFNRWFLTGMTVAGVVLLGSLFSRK
Bim-Mcl-1: disrupts Bim peptide binding to human Mcl-1 | inhibition, % at 10 µM | 190,000 compounds, 0.1% hits | Bead-based flow cytometry, Bim peptide-Mcl-1 binding | Q07820;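 note: 0% = no compound tracer wells and 100% = peptide blocker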
Bim-Bfl-1: human Bim-Bfl-1 interaction inhibition; 190,000 compounds, 0.12% hits; Q16548; Bead-based flow cytometry, Bim-Bfl-1 binding inhibition; inhibition, % at 10 µM;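 note: 0% = wells without compound plus tracer and 100% = blocker peptide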
RGS7-Gao reg: regulators of human RGS7-Galphao interaction; P09471; Multiplexed bead flow cytometry, RGS7-Galphao binding; actives lie on both sides; binding response (% of control), % at 10 µM; 220,000 compounds, 0.35% hits; in the data active = binding response below about 49% or above about 150%; inconclusive = no clear call, values can overlap the other calls; inactive = in between;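 note: fluorescent Galphao held in activated GDP-AlF4 state binding bead-coupled RGS7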
RGS8-Gao: human RGS8-Galphao interaction regulation; P09471; response (percent of control binding), % at 10 µM; AID 1423; 220,000 compounds, 0.34% hits; multiplexed bead flow cytometry, RGS8-Galphao binding; actives lie on both sides; in the data active = response below about 60% or above about 140%; inactive = in between;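 note: Galphao activated as the GDP aluminium fluoride complex binding bead-coupled RGS8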
Mcl1-Bid inh: disrupts binding of human Mcl-1 to Bid peptide; Q07820; TR-FRET Mcl-1/Bid-Dy647 peptide binding, 1536-well; inhibition, % at 21.7 µM; 220,000 compounds, 0.97% hits;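 active = compounds that cut the binding signal by more than half at the single screening dose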;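 note: His-tagged Mcl-1 with europium anti-His antibody binding Bid BH3 peptide; 0% = Mcl-1 plus peptide wells and 100% = peptide-only wells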
Mcl1 Noxa PPI: Mcl-1/Noxa interaction inhibition. Q07820. TR-FRET Mcl-1/Noxa peptide binding, 2 h. inhibition, % at 21.7 µM. 220,000 compounds, 1.5% hits;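 active = compounds that cut the protein-peptide binding signal by more than 50% relative to plate controls in a single-dose test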;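 note: His-tagged Mcl-1 with rhodamine Noxa BH3 peptide and terbium anti-His antibody; 0% = Mcl-1 plus Noxa peptide wells and 100% = peptide-only wells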
* hit, by the source's call. Cut-off read from the data, not from the text of the source, unless noted: active = inhibition above about 40%.

Screening CCCC(C)NC(=O)COc1ccc(S(=O)(=O)c2ccc(OCC(=O)NC(C)CCC)cc2)cc1 (centres undefined) returned Bcl-W Bim block -3.0, Bim-Bcl-2 0.0, RGS4-Gao reg 101.2, Bcl-B Bim block -4.0, Bim-Bcl-XL -4.0, Bim-Mcl-1 -4.0, Bim-Bfl-1 0.0, RGS7-Gao reg 102.8, RGS8-Gao 99.6, Mcl1-Bid inh -15.4 and Mcl1 Noxa PPI 9.3.
Screening CCCCCC(=O)NNC(=O)Cc1ccc([N+](=O)[O-])cc1 returned Bcl-W Bim block 8.0, Bim-Bcl-2 11.0, RGS4-Gao reg 101.6, Bcl-B Bim block -4.0, Bim-Bcl-XL 5.0, Bim-Mcl-1 0.0, Bim-Bfl-1 6.0, RGS7-Gao reg 95.6, RGS8-Gao 100.5, Mcl1-Bid inh 0.3 and Mcl1 Noxa PPI 4.0.
Cc1ccc(NC(=O)c2cc3c(=O)oc4ccccc4c3s2)nc1 was read as Bcl-W Bim block -9.0, Bim-Bcl-2 -14.0, RGS4-Gao reg 103.5, Bcl-B Bim block -18.0, Bim-Bcl-XL -11.0, Bim-Mcl-1 -8.0, Bim-Bfl-1 -13.0, RGS7-Gao reg 99.3, RGS8-Gao 100.6, Mcl1-Bid inh 11.5 and Mcl1 Noxa PPI -82.9.
`COc1ccccc1NS(=O)(=O)c1cccc(C(=O)OCc2nc3ccccc3s2)c1` gave Bcl-W Bim block -1.0, Bim-Bcl-2 -4.0, RGS4-Gao reg 98.1, Bcl-B Bim block -5.0, Bim-Bcl-XL -6.0, Bim-Mcl-1 -3.0, Bim-Bfl-1 -1.0, RGS7-Gao reg 100.1, RGS8-Gao 99.6, Mcl1-Bid inh -20.8 and Mcl1 Noxa PPI 3.2.
Screening COc1ccc(C(=O)N/N=C/c2sc(=O)n(Cc3cccc(C(=O)O)c3)c2Cl)cc1 returned RGS4-Gao reg 102.0, RGS7-Gao reg inconclusive, RGS8-Gao 101.1, Mcl1-Bid inh -12.0 and Mcl1 Noxa PPI 22.9.
For Cc1ccc(NC(=S)Nc2ncccc2C)c(C)c1 the results were Bcl-W Bim block -1.0, Bim-Bcl-2 1.0, RGS4-Gao reg 103.4, Bcl-B Bim block -8.0, Bim-Bcl-XL 0.0, Bim-Mcl-1 -9.0, Bim-Bfl-1 6.0, RGS7-Gao reg 99.9, RGS8-Gao 100.8, Mcl1-Bid inh -44.2 and Mcl1 Noxa PPI 5.6.
COc1ccc(-c2cc(C(=O)N3CCCc4ccccc43)no2)cc1 was read as Bcl-W Bim block -3.0, Bim-Bcl-2 -2.0, RGS4-Gao reg 103.4, Bcl-B Bim block -3.0, Bim-Bcl-XL -2.0, Bim-Mcl-1 -2.0, Bim-Bfl-1 0.0, RGS7-Gao reg 100.2, RGS8-Gao 101.4, Mcl1-Bid inh -29.6 and Mcl1 Noxa PPI 7.9.
Screening NS(=O)(=O)c1ccc(N=C2C(=O)Nc3ccccc32)cc1 returned RGS4-Gao reg 91.7, RGS7-Gao reg inconclusive, RGS8-Gao 103.7, Mcl1-Bid inh -14.1 and Mcl1 Noxa PPI -4.9.
COc1cc2c(cc1OC)/C(=C/c1ccc(Br)cc1)C(=O)OC2 was read as Bcl-W Bim block 0.0, Bim-Bcl-2 -1.0, RGS4-Gao reg 144.2, Bcl-B Bim block -5.0, Bim-Bcl-XL -2.0, Bim-Mcl-1 0.0, Bim-Bfl-1 0.0, RGS7-Gao reg 139.3, RGS8-Gao 125.7, Mcl1-Bid inh -17.6 and Mcl1 Noxa PPI 16.4.
`CCNC(=O)COc1cc(C)c(Br)c(C)c1` gave Bcl-W Bim block 2.0, Bim-Bcl-2 -1.0, RGS4-Gao reg 91.5, Bcl-B Bim block -4.0, Bim-Bcl-XL 0.0, Bim-Mcl-1 1.0, Bim-Bfl-1 -3.0, RGS7-Gao reg inconclusive, RGS8-Gao 94.1, Mcl1-Bid inh -18.4 and Mcl1 Noxa PPI 12.8.
For COc1cc2nc(C)sc2cc1SC the results were Bcl-W Bim block 2.0, Bim-Bcl-2 13.0, RGS4-Gao reg 92.3, Bcl-B Bim block -3.0, Bim-Bcl-XL 3.0, Bim-Mcl-1 -2.0, Bim-Bfl-1 8.0, RGS7-Gao reg 99.2, RGS8-Gao 100.5, Mcl1-Bid inh -14.4 and Mcl1 Noxa PPI 2.8.
`CC1CCN(CCCNC(=O)c2ccc(Cn3c(=S)[nH]c4ccc(Br)cc4c3=O)cc2)CC1` gave Bcl-W Bim block -2.0, Bim-Bcl-2 -2.0, RGS4-Gao reg 98.5, Bcl-B Bim block -18.0, Bim-Bcl-XL -2.0, Bim-Mcl-1 -6.0, Bim-Bfl-1 -2.0, RGS7-Gao reg 94.9, RGS8-Gao 100.1, Mcl1-Bid inh -31.8 and Mcl1 Noxa PPI 47.0.
For Cc1ccc(-c2cc(C(=O)Nc3ccc4c(c3)OCCO4)c3ccccc3n2)cc1 the results were Bcl-W Bim block 0.0, Bim-Bcl-2 -17.0, RGS4-Gao reg 99.1, Bcl-B Bim block -11.0, Bim-Bcl-XL -5.0, Bim-Mcl-1 -4.0, Bim-Bfl-1 -14.0, RGS7-Gao reg 100.8, RGS8-Gao 100.8, Mcl1-Bid inh -9.6 and Mcl1 Noxa PPI 9.5.
`COc1ccc(C(=O)N(C)c2c(C)n(C)n(-c3ccccc3)c2=O)cc1OC` gave Bcl-W Bim block 0.0, Bim-Bcl-2 -3.0, RGS4-Gao reg 101.2, Bcl-B Bim block 0.0, Bim-Bcl-XL -4.0, Bim-Mcl-1 0.0, Bim-Bfl-1 -1.0, RGS7-Gao reg 100.4, RGS8-Gao 103.7, Mcl1-Bid inh -19.4 and Mcl1 Noxa PPI 7.5.
CCOC(=O)/C(=C/C=C1\Sc2ccccc2N1CC)C(C)=O was read as Bcl-W Bim block 2.0, Bim-Bcl-2 12.0, RGS4-Gao reg 98.4, Bcl-B Bim block -2.0, Bim-Bcl-XL 5.0, Bim-Mcl-1 4.0, Bim-Bfl-1 6.0, RGS7-Gao reg 97.7, RGS8-Gao 108.0, Mcl1-Bid inh -47.3 and Mcl1 Noxa PPI -13.4.
Screening C=CCCN(C(C(=O)OC)C(C)C)S(=O)(=O)c1ccccc1Br (centres undefined) returned RGS4-Gao reg 81.2, RGS7-Gao reg inconclusive, RGS8-Gao 94.1, Mcl1-Bid inh -45.1 and Mcl1 Noxa PPI 2.7.
`C=CCn1c(=NC(=O)c2ccc(S(=O)(=O)N3CCc4ccccc4C3)cc2)sc2cc(S(N)(=O)=O)ccc21` gave Bcl-W Bim block -6.0, Bim-Bcl-2 -12.0, RGS4-Gao reg 99.9, Bcl-B Bim block -14.0, Bim-Bcl-XL -9.0, Bim-Mcl-1 -6.0, Bim-Bfl-1 -12.0, RGS7-Gao reg 104.7, RGS8-Gao 103.0, Mcl1-Bid inh 45.8 and Mcl1 Noxa PPI -145.8.
For Cc1ccc(SCCNC(=O)c2ccccc2)cc1 the results were Bcl-W Bim block 1.0, Bim-Bcl-2 1.0, RGS4-Gao reg 106.2, Bcl-B Bim block 3.0, Bim-Bcl-XL -2.0, Bim-Mcl-1 1.0, Bim-Bfl-1 2.0, RGS7-Gao reg 105.0, RGS8-Gao 102.6, Mcl1-Bid inh -18.0 and Mcl1 Noxa PPI -15.0.
`CCOC(=O)CC(=O)CSc1nc(N)c(C#N)c(-c2ccc(Cl)cc2)c1C#N` gave Bcl-W Bim block 1.0, Bim-Bcl-2 1.0, RGS4-Gao reg 92.2, Bcl-B Bim block -1.0, Bim-Bcl-XL -1.0, Bim-Mcl-1 0.0, Bim-Bfl-1 0.0, RGS7-Gao reg 93.3, RGS8-Gao 94.3, Mcl1-Bid inh -41.1 and Mcl1 Noxa PPI -17.0.
Screening COc1ccc(CN(C)CC(=O)Nc2cc(OC)c([N+](=O)[O-])cc2C)c(OC)c1 returned Bcl-W Bim block -8.0, Bim-Bcl-2 -3.0, RGS4-Gao reg 102.2, Bcl-B Bim block -8.0, Bim-Bcl-XL -12.0, Bim-Mcl-1 -8.0, Bim-Bfl-1 -4.0, RGS7-Gao reg 104.3, RGS8-Gao 106.6, Mcl1-Bid inh -64.3 and Mcl1 Noxa PPI 11.7.
`CC(C)CNC(=O)c1noc2c1CCCC2` gave Bcl-W Bim block 1.0, Bim-Bcl-2 -1.0, RGS4-Gao reg 100.6, Bcl-B Bim block -3.0, Bim-Bcl-XL 0.0, Bim-Mcl-1 0.0, Bim-Bfl-1 -11.0, RGS7-Gao reg 99.0, RGS8-Gao 99.8, Mcl1-Bid inh -5.7 and Mcl1 Noxa PPI 9.1.
For CCn1c(CCC(=O)Nc2nc3c(s2)CCCC3)nc2cc(S(=O)(=O)N(C)C)ccc21 the results were Bcl-W Bim block 2.0, Bim-Bcl-2 2.0, RGS4-Gao reg 96.9, Bcl-B Bim block 0.0, Bim-Bcl-XL 17.0, Bim-Mcl-1 6.0, Bim-Bfl-1 0.0, RGS7-Gao reg 104.8, RGS8-Gao 96.5, Mcl1-Bid inh -34.1 and Mcl1 Noxa PPI 13.3.
For c1ccc(-c2cc3c(ccc4nonc43)nn2)cc1 the results were Bcl-W Bim block 0.0, Bim-Bcl-2 -7.0, RGS4-Gao reg 96.1, Bcl-B Bim block -6.0, Bim-Bcl-XL -2.0, Bim-Mcl-1 0.0, Bim-Bfl-1 -14.0, RGS7-Gao reg 99.5, RGS8-Gao 98.6, Mcl1-Bid inh 13.7 and Mcl1 Noxa PPI 28.4.
`CCN(CC)c1ccc(NC(=O)c2cccc(C)c2)cc1S(=O)(=O)Nc1ccccc1OC` gave Bcl-W Bim block 2.0, Bim-Bcl-2 -7.0, RGS4-Gao reg 95.3, Bcl-B Bim block -41.0, Bim-Bcl-XL -6.0, Bim-Mcl-1 -11.0, Bim-Bfl-1 24.0, RGS7-Gao reg 134.8, RGS8-Gao 85.6, Mcl1-Bid inh 4.8 and Mcl1 Noxa PPI -2.4.
For COc1ccc(OC)c(/C=N/NC(=O)c2cc[n+](Cc3ccccc3)cc2)c1 the results were Bcl-W Bim block 0.0, Bim-Bcl-2 1.0, RGS4-Gao reg 99.2, Bcl-B Bim block 0.0, Bim-Bcl-XL -1.0, Bim-Mcl-1 -2.0, Bim-Bfl-1 0.0, RGS7-Gao reg 99.4, RGS8-Gao 100.2, Mcl1-Bid inh -26.1 and Mcl1 Noxa PPI 31.8.
Screening O=C(Cn1ccc([N+](=O)[O-])n1)Nc1nccs1 returned Bcl-W Bim block -2.0, Bim-Bcl-2 -2.0, RGS4-Gao reg 105.3, Bcl-B Bim block -6.0, Bim-Bcl-XL -6.0, Bim-Mcl-1 -2.0, Bim-Bfl-1 -2.0, RGS7-Gao reg 106.7, RGS8-Gao 100.4, Mcl1-Bid inh -18.5 and Mcl1 Noxa PPI 1.0.
